Scp-1 inhibitor: Scp-1 phosphatase inhibitors, primary screen, biochemical, colorimetric, uHTS; actives 0.88% (n = 340,000); Recombinant Scp1, phosphopeptide, malachite green phosphate absorbance; inhibition, % at 20 µM; Carboxy-terminal domain RNA polymerase II polypeptide A small phosphatase 1 (Homo …;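 active means inhibition above about 50% at 20 µM, limit read from the data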;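 further: plate controls were DMSO wells with enzyme for no effect and wells lacking enzyme for full effect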
Target sequence (Q9GZU7 76-261 limits assumed): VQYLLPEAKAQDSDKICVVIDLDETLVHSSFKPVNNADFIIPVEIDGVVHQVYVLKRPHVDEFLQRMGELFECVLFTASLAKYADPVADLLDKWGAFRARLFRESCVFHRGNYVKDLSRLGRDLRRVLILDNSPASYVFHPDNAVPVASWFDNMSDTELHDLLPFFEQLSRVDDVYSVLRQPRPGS
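Material – SCP-1 phosphatase catalytic domain, residues 76-261 · Buffer or medium – Acidic Tris acetate buffer with magnesium and detergent · Also added – Phospho 17-mer peptide substrate · Compound – single 20 µM dose, 1% DMSO · Times – 45 min room-temperature reaction, 5 min colour, 30 min stabiliser · Technique – Phosphate-binding colour reagent, absorbance read at 630 nm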
STEP inh: STEP phosphatase inhibitors, primary screen, biochemical, fluorescence intensity, uHTS; inhibition, % at 20 µM; AID 588621, 2011; actives 0.25% (n = 360,000); Tyrosine-protein phosphatase non-receptor type 5 (Homo sapiens), P54829; recombinant STEP, OMFP fluorogenic substrate;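 active means inhibition at 20 µM, scaled per plate between control wells, above about 37%, limit read from the data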;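 further: 0% = DMSO with enzyme and substrate and 100% = substrate only without enzyme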
Target sequence (P54829 whole entry, looked up): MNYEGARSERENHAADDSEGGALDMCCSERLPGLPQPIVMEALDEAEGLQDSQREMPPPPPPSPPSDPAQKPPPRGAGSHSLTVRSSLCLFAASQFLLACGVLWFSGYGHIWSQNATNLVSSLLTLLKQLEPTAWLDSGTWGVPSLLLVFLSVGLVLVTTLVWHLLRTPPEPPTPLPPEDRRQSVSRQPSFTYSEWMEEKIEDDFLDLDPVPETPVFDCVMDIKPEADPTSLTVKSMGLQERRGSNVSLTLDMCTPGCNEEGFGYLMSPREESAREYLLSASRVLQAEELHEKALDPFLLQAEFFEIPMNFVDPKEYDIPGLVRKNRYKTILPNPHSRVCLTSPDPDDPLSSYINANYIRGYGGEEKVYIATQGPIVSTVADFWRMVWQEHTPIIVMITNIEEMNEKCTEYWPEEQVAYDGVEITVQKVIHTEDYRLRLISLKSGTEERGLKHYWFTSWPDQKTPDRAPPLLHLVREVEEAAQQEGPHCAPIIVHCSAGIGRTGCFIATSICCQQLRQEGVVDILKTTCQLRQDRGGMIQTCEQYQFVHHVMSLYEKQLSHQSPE
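Assay system: isolated STEP enzyme. Buffer or medium: pH 6.0 Bis-Tris with DTT and Tween 20. Also added: fluorogenic phosphatase substrate OMFP at 25 µM final. Dosing: 20 µM, 1% DMSO. Timing: 20 min reaction, room temperature, in the dark. Measured by: fluorescence intensity, excitation 480 nm, emission 540 nm. Evaluation: normalized % inhibition.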
DNMT1 inh: human DNMT1 methyltransferase inhibitors, primary screen, biochemical, molecular beacon, fluorescence, HinP1I cleavage, uHTS. AID 588458, 2011. actives 0.83% (n = 360,000). inhibition (reported as % activation of signal), % at 10 µM; in the data active means inhibition above about 50%
Rpn11 inh: Rpn11 (PSMD14) deubiquitinase inhibitors, primary screen, biochemical, fluorescence polarization, uHTS; 26S proteasome non-ATPase regulatory subunit 14 (Homo sapiens), O00487; human 26S proteasome, Ub4-pepOG fluorescence polarization; 20S core pre-blocked with epoxomicin; calls only at 20 µM; actives 0.59% (n = 360,000); AID 588493, 2011;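 active means inhibition at 20 µM, scaled to each plate's controls, above about 33%, limit read from the data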
NRP1-CendR mod: modulators of CendR peptide binding to NRP-1, primary screen, biochemical, fluorescence polarization, uHTS. Neuropilin-1 (Homo sapiens), O14786. FAM-RPARPAR peptide binding to NRP-1. inhibition, % at 25 µM. actives 0.85% (n = 360,000);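 active means inhibition or corrected inhibition above about 18%, plus a signal ratio from 0.5 to 1.5, limit read from the data, passing the limit was not always enough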; further: strong numbers were not always called active
NadD inh: inhibitors of S. aureus NadD, primary screen, biochemical, colorimetric, uHTS | AID 602399, 2012 | inhibition, % at 20 µM | purified NadD enzyme, colorimetric absorbance read-out | actives 0.78% (n = 360,000) | Nicotinate-nucleotide adenylyltransferase NadD (Staphylococcus aureus N315); in the data active means inhibition above about 26%; further: some compounds past the cut are filed as inactive
SKN-1 inh: suppressors of acrylamide-induced Pgst-4::GFP reporter in worms, primary screen, SKN-1 inhibitor project, whole organism, uHTS, GFP/RFP fluorescence ratio, strain VP596; C. elegans VP596 Pgst-4::GFP/RFP ratio, 24 h; inhibition, % at 21.8 µM; actives 0.49% (n = 360,000); AID 624304, 2012;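 active means interference check ratio from 0.5 to 1.5 plus GFP to RFP signal ratio inhibition reaching or exceeding a fixed threshold, cut at about 30% in these data, passing the limit was not always enough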; further: some compounds called inactive have numbers as strong as hits
SUMO1 PPI mod: modulators of SUMO1 protein-protein interactions, primary screen, biochemical, uHTS; Small ubiquitin-related modifier 1 (Homo sapiens), P63165; SUMO1 binding to a labelled peptide, TR-FRET, 1 h; inhibition, % at 20 µM; actives 0.33% (n = 360,000); in the data active means inhibition above about 37%
Target sequence (P63165 whole entry, looked up): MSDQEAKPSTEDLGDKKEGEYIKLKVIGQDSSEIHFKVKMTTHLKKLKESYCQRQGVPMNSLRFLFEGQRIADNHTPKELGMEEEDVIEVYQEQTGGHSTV
MT1-MMP act inh: blockers of MT1-MMP proenzyme processing, primary screen, HT1080 RFP-PRO-GFP cells, GFP/RFP fluorescence; Matrix metalloproteinase-14 (Homo sapiens), P50281; GFP/RFP ratio fluorescence, overnight; percent of plate control window, DMSO zero; GFP/RFP ratio change, % at 20 µM; actives 0.061% (n = 360,000);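 active means GFP/RFP ratio change of at least 30% with cell ATP level not reduced by more than half and red fluorescence within 50% of control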; further: strong numbers were not always called active
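Compound: 20 µM single dose, 1% DMSO / System: HT1080 RFP-PRO-GFP cells / Controls: DMSO and RFP-L50D-GFP cell wells / Read-out basis: GFP/RFP fluorescence ratio / Schedule: overnight compound exposure at 37 °C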
LMPTP inh: LMPTP phosphatase inhibitors, primary screen, biochemical, fluorescence intensity, uHTS. Low molecular weight phosphotyrosine protein phosphatase (Homo sapiens), P24666. recombinant LMPTP-A, OMFP fluorogenic substrate. inhibition, % at 20 µM. actives 0.22% (n = 360,000);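 active means compounds that cut the enzyme signal by at least half of the control window in the single-dose screen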;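 further: plate controls were DMSO wells with enzyme plus substrate for no effect and substrate without enzyme for full effect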
Target sequence (P24666 whole entry, looked up): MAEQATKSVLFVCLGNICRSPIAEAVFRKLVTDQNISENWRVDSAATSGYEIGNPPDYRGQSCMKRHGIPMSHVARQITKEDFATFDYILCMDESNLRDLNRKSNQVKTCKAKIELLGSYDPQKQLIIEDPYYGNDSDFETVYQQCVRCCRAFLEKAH
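Assay system: LMPTP-A, protein tyrosine phosphatase of low molecular weight / Medium: pH 6.0 Bis-Tris buffer with DTT and Triton X-100 / Schedule: 50 min enzyme reaction at room temperature, protected from light / Measured by: endpoint fluorescence intensity from OMFP dephosphorylation / Read-out basis: % inhibition relative to no-enzyme and uninhibited control wells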
Active calls of the source: *; i = inactive; / = not tested or not shown. An unsorted share of the library, and some 3.9% of all compounds hit somewhere here.

SMILES | Scp-1 inhibitor | STEP inh | DNMT1 inh | Rpn11 inh | NRP1-CendR mod | NadD inh | SKN-1 inh | SUMO1 PPI mod | MT1-MMP act inh | LMPTP inh
COc1cc(Cl)c(C)cc1NC(=O)CNC(=O)Cn1cnc2ccccc2c1=O | -4 | 2 | -3 | i | -22 | 9 | 10 | -2 | -1 | -0.5
COc1ccccc1Cn1nc(C(=O)O)c2ccccc2c1=O | -3 | 0 | 1 | i | 6 | -2 | 18 | -3 | -3 | -1.5
COC(=O)c1ccc(COc2ccc(/C=N/Nc3cccc(C(=O)O)c3)cc2)cc1 | 47 | 14 | 19 | i | -29 | 3 | 8 | 17 | -3 | 5.6
CCN1CCN(c2nc3ccccc3n3cnnc23)CC1 | 3 | 2 | 3 | i | -8 | -5 | 17 | -6 | -4 | 0.2
O=C(COC(=O)/C=C/c1ccccc1)Nc1cc(C(F)(F)F)ccc1N1CCOCC1 | -5 | 0 | -3 | i | -10 | 6 | 2 | -2 | 0 | -0.1
CCOC(=O)c1ccc(-n2cnc(-c3ccc([N+](=O)[O-])cc3)c2)cc1 | / | 5 | 10 | i | -13 | 1 | 18 | -8 | 5 | 4.3
Cc1ccc(-n2nc3c(c2NC(=O)c2ccc(Br)o2)CSC3)c(C)c1 | -8 | 5 | 53* | i | -71 | 85* | 4 | 8 | 11 | -0.4
CCNC(=O)CC1SC(=Nc2ccc(C)c([N+](=O)[O-])c2)N(C)C1=O (configuration not stated) | -11 | -5 | 6 | i | -2 | 0 | 7 | -5 | 4 | -0.8
O=[N+]([O-])c1ccccc1S(=O)(=O)c1ccccc1[N+](=O)[O-] | -10 | -1 | -1 | i | -3 | -7 | 15 | -41 | 1 | 0.3
COc1ccccc1Nc1nc(N(C)c2ccccc2)nc(N)c1[N+](=O)[O-] | -10 | 1 | 2 | i | -12 | 2 | 10 | 0 | 3 | 0.9
Cc1ccc(-n2cnnn2)c(S(=O)(=O)N2CCOCC2)c1 | -4 | 0 | -1 | i | 6 | -4 | 7 | 0 | -4 | -1.4
O=C(Nc1nnc(SCC(=O)N2CCOCC2)s1)C1CC(=O)N(c2ccc(F)cc2)C1 (configuration not stated) | -8 | 4 | -11 | i | -22 | 10 | 22 | 9 | -7 | 0.9
COC(=O)CSc1nnc(-c2ccccn2)n1Cc1ccco1 | -7 | -2 | 2 | i | 5 | -5 | 9 | 0 | -2 | -1.8
Cc1cc(NC(=O)C2CCC2)n(-c2ccccn2)n1 | 0 | 4 | 6 | i | 11 | -4 | 15 | 1 | 2 | -0.6
O=C(CN(c1ccc2c(c1)OCCO2)S(=O)(=O)c1ccccc1)NCc1ccco1 | -5 | 5 | -4 | i | 14 | -4 | -6 | 3 | 0 | -0.3
COc1ccc2c(c1)C(CC(C)=O)N(c1ccc(-c3cnc(OC)nc3)cc1)C(c1ccsc1)=C2 (configuration not stated) | / | / | / | / | -2 | 22 | -1 | -9 | -1 | 1.2
Cc1cccnc1NC(=O)CNC(=O)c1ccccc1 | -6 | 1 | 6 | i | -5 | -4 | -1 | 0 | -1 | -1.4
CC12CC3CC(C)(C1)CC(C(=O)N1CCN(C(=O)C4CCCO4)CC1)(C3)C2 (configuration not stated) | 2 | 4 | 1 | i | -13 | 0 | 9 | -2 | 2 | -1.1
O=C(Cn1cnc2ccccc2c1=O)c1ccc(OC(F)F)cc1 | -3 | -3 | -5 | i | 3 | -3 | -6 | -4 | 1 | -0.9
CC(=O)C[C@@H]1OC[C@H](Cc2ccccc2)N1S(=O)(=O)c1ccc(C)cc1 | / | / | / | / | -1 | / | -10 | 5 | 15 | 0.1
CCOc1cc(CN2CCC(N3CCC(C(=O)NC4CC4)CC3)CC2)ccc1O | / | 0 | 1 | i | -2 | -2 | 12 | 0 | 2 | -3.3
O=[N+]([O-])c1ccc(NCc2ccccn2)nc1 | -10 | -1 | -1 | i | 1 | 1 | -3 | -8 | 0 | 0.3
COc1ccc(NC(=O)NCCc2c[nH]c3ccccc23)c(OC)c1 | -13 | 0 | 0 | i | -3 | -5 | 12 | -1 | 0 | -0.9
OCC1CCCN(c2nc(CN3CCCCC3)nc3scc(-c4ccccc4)c23)C1 (configuration not stated) | 1 | -1 | -7 | i | -4 | -5 | 13 | 2 | -6 | 0.2
CN1CCN(c2ccc(NC(=O)c3ccc(-c4ccccc4F)o3)cc2)CC1 | -6 | 0 | -5 | i | 0 | -6 | -8 | -37 | 2 | -5.2
Cc1ccc(S(=O)(=O)Nc2cccc3c2CCCC3)cc1 | -1 | 0 | 0 | i | 1 | -2 | 10 | -2 | 0 | -0.9
Cc1cc(-c2n[nH]c(=S)n2/N=C/c2cc([N+](=O)[O-])ccc2Cl)n[nH]1 | 5 | -1 | 5 | i | -2 | 3 | -2 | 7 | 3 | 0.0
CCOc1ccc(N(C(=O)c2cnsn2)C(C(=O)NC2CCCCC2)c2ccncc2)cc1 (configuration not stated) | 1 | 0 | 2 | i | -5 | -2 | 13 | 4 | 5 | 0.0
O=C(Nc1cccc(-c2cscn2)c1)C1CCN(Cc2ccccn2)CC1 | -2 | -2 | -3 | i | -8 | 0 | 3 | 0 | 1 | 0.2
CCOC(=O)/C(=N/Nc1ccccc1)Sc1nnnn1-c1ccc(C)cc1 | -4 | 0 | 2 | i | -6 | 4 | -1 | 6 | / | -0.6
CC1(C(=O)NS(=O)(=O)c2cccc(OC(F)F)c2)CCN1C(=O)CC(c1ccccc1)c1ccccc1 (configuration not stated) | / | -2 | -3 | i | -1 | 3 | 9 | 0 | 5 | -2.2
COc1cccc(/C=C/C(=O)NCc2cn3cc(Cl)ccc3n2)c1OC | -5 | 2 | 0 | i | -2 | -5 | 2 | -8 | 2 | -1.4
CC1(C(=O)Nc2ccc3ccccc3c2)CCC(=O)N1CCOc1ccccc1 (configuration not stated) | / | 11 | -16 | i | 2 | -11 | 8 | 1 | 4 | 0.0
Cc1cc(C(=O)N2CCC2(C)C(=O)Nc2ccc3[nH]ncc3c2)nn1C (configuration not stated) | / | 0 | -6 | i | 7 | -2 | -2 | 4 | 1 | -2.0
CC(C)Oc1ccc(F)cc1-c1cc(C(=O)N2CCc3ccccc3C2)[nH]n1 | / | 0 | 0 | i | -3 | 2 | 7 | 3 | -1 | 1.6
CS(=O)(=O)OCCCCOS(C)(=O)=O | -4 | -1 | -5 | i | 11 | -2 | 11 | 5 | -3 | 0.0
O=C(O)c1ccccc1-c1ccccc1C(=O)NNc1ccccc1 | -5 | -3 | 1 | i | 6 | 4 | 9 | 0 | -6 | -2.7
O=C(COC(=O)CCN1C(=O)C2CC=CCC2C1=O)Nc1ccc(Cl)cc1F (configuration not stated) | -6 | 1 | 5 | i | -8 | 0 | 5 | -3 | 3 | -1.2
CCOC(=O)C(C)c1c(C)[nH]c(=S)[nH]c1=O (configuration not stated) | 4 | -7 | 0 | i | 9 | -6 | -4 | -1 | -1 | -0.6
Cc1cc(C)cc(C(=O)OCC(=O)NC(=O)NC2CCCC2)c1 | -8 | 0 | -4 | i | -5 | -3 | -6 | -7 | 4 | 0.7
Cc1ccc2cc3cc(C(=O)NCc4ccc5c(c4)OCO5)oc3nc2c1 | 9 | 2 | 54* | i | 4 | -3 | 17 | -1 | / | 7.8
Cc1cc(C)cc(C(O)c2ncc(-c3ccccc3C)[nH]2)c1 (configuration not stated) | / | 2 | 2 | i | -6 | -5 | -10 | 5 | 1 | 0.0

In the list so far, 7 have fluorine.
SMILES | Scp-1 inhibitor | STEP inh | DNMT1 inh | Rpn11 inh | NRP1-CendR mod | NadD inh | SKN-1 inh | SUMO1 PPI mod | MT1-MMP act inh | LMPTP inh
O=C(COC(=O)/C=C/c1ccccc1)Nc1cc(C(F)(F)F)ccc1N1CCOCC1 | -5 | 0 | -3 | i | -10 | 6 | 2 | -2 | 0 | -0.1
O=C(Nc1nnc(SCC(=O)N2CCOCC2)s1)C1CC(=O)N(c2ccc(F)cc2)C1 (configuration not stated) | -8 | 4 | -11 | i | -22 | 10 | 22 | 9 | -7 | 0.9
O=C(Cn1cnc2ccccc2c1=O)c1ccc(OC(F)F)cc1 | -3 | -3 | -5 | i | 3 | -3 | -6 | -4 | 1 | -0.9
CN1CCN(c2ccc(NC(=O)c3ccc(-c4ccccc4F)o3)cc2)CC1 | -6 | 0 | -5 | i | 0 | -6 | -8 | -37 | 2 | -5.2
CC1(C(=O)NS(=O)(=O)c2cccc(OC(F)F)c2)CCN1C(=O)CC(c1ccccc1)c1ccccc1 (configuration not stated) | / | -2 | -3 | i | -1 | 3 | 9 | 0 | 5 | -2.2
CC(C)Oc1ccc(F)cc1-c1cc(C(=O)N2CCc3ccccc3C2)[nH]n1 | / | 0 | 0 | i | -3 | 2 | 7 | 3 | -1 | 1.6
O=C(COC(=O)CCN1C(=O)C2CC=CCC2C1=O)Nc1ccc(Cl)cc1F (configuration not stated) | -6 | 1 | 5 | i | -8 | 0 | 5 | -3 | 3 | -1.2
